Eya2 inh – Eya2 (human) phosphatase inhibition | O00167 | recombinant Eya2, OMFP fluorescence dephosphorylation (OMFP is methylfluorescein phosphate) | Potency, µM (titrated, usually from 76.9 µM), for the others: top-dose activity, negative = inhibition, usual class: inhibitors | 0.006% of 330,000 active; further: potency means the concentration at half of the fitted maximal effect
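Eya2 (0.2 uM) preincubated 10 min at ambient with compound, then OMFP substrate added at 50 uM; 10 min reaction in 50 mM HEPES pH 7.5, 50 mM NaCl, 5 uM MgCl2, 0.05% BSA, 1 mM DTT. Fluorescence read at Ex 485/Em 525 nm.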
uPA generation – cell surface uPA generation inhibition. AID 540303. Potency, µM (doses to about 38.3 µM), without a hit: at the top dose activity change, negative = inhibition, most hits filed as inhibitors. cell surface uPA generation assay, qHTS. 0.31% of 330,000 active; active means well fitted inhibition curve with a large enough effect; inconclusive means small, poorly fitted or top-dose-only effect; inactive means no such curve, though single readings can be large or run the other way; tested in mouse RAW 264.7 cells; further: potency means the concentration at half of the fitted maximal effect; nearly all actives have a fitted effect of over 55% in size
Giardia kill – kills Giardia lamblia; 0.15% of 340,000 active; Giardia lamblia trophozoite viability; activity change, % at 7.66 µM, hits read low; AID 540267; in the data active means activity change below about -80%; inconclusive means between about -30% and that limit;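 further: parasites exposed to compound for two days anaerobically before the ATP read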
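Giardia trophozoites, 100 cells per well, were exposed to compounds for 48 hrs at 37 deg C under anaerobic conditions; viability was then read as ATP content by bioluminescence after 15-30 min at room temperature.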
BCR signal inh – chronic active BCR signaling inhibition | ABC-DLBCL IkBa-CBG/CBR reporter, luminescence ratio, 4 h | Potency, µM (highest dose often 46.1 µM), without a hit: top-dose ratio change, negative = lower green/red ratio, usual class: inhibitors | 0.05% of 340,000 active; active means well fitted inhibition curve with a large enough effect in the signal ratio, with a control signal flat, not every such curve was filed as active; inconclusive means small, poorly fitted or top-dose-only effect, or effect the other way, or a change in a side signal; the % refers to the signal ratio;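 further: potency means the concentration at half of the fitted maximal effect; plate controls were basal doxycycline-induced cells for no effect and cells given 10 µM MG132 for full effect; MG132 reads +100%, hits lower the ratio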
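Cell line TMD8 (human ABC DLBCL), stably expressing tet-inducible CBG68-IkBa fusion and CBR; IMDM/0.5% FBS; cpd up to 46 uM; dox induction, 4 h, 37C/5% CO2; dual luminescence; green/red ratio; MG132 control.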
B2AR arrestin – beta2AR (human) beta-arrestin recruitment activity; Potency, µM (highest dose often 46.1 µM), for the others: at the highest dose activation, hits mostly activators; beta-arrestin recruitment to beta2AR, cell-based reporter; P07550; 0.02% of 330,000 active; AID 492947;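 further: potency means the concentration at half of the fitted maximal effect; 0% = DMSO controls and full agonism = EC100 isoproterenol or metaproterenol; nearly all actives have a fitted effect of over 65% in size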
GALK inhibitor – blocks human galactokinase activity | P51570 | AID 1868 | Purified GALK, Kinase-Glo residual ATP luminescence | 0.007% of 270,000 active | Potency, µM (top dose mostly 57.5 µM), for inactives: at the highest dose activity change, negative = inhibition, actives largely listed as inhibitors; further: potency means the concentration at half of the fitted maximal effect
Target sequence (P51570 whole entry, looked up): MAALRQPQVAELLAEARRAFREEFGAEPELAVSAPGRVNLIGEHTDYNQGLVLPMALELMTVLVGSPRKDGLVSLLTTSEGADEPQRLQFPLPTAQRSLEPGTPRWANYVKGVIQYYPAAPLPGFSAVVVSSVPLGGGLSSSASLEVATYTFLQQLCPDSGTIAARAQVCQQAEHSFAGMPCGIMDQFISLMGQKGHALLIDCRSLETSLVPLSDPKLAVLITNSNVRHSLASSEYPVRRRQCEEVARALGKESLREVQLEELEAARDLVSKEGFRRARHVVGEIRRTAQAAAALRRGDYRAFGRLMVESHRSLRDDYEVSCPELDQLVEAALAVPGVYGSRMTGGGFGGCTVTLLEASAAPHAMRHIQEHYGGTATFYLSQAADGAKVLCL
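Human GALK (5 nM) with 35 uM ATP and 100 uM galactose in 20 mM HEPES pH 8.0, 5 mM MgCl2, 60 mM NaCl, 1 mM DTT, 0.01% BSA. After 1 h at room temperature, leftover ATP was read by Kinase-Glo Plus luminescence.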
FBPA coupling cs – inhibits coupling enzyme system, counter-screen for aldolase hits | coupling enzyme system counterscreen, AmpLite Red fluorescence | activity change, negative = inhibition, % at 58.2 µM, hits read low | 0.67% of 290,000 active; in the data active means activity change below about -30%
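Activity here indicates interference with the coupling reaction, not aldolase inhibition. Compounds at 57.5 uM final met coupling enzymes for 10 min at RT; substrate and AmpLite Red detection followed, with a 525/598 nm fluorescence read after 20 min.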
KCNH2 WT inh – KCNH2 (human, wildtype) channel inhibition. U2OS, BacMam KCNH2, thallium flux FluxOr; active compounds read low. activity change, % at 1.84 µM. 0.37% of 340,000 active. AID 720551;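 active means maximum activity change below -70%; inconclusive means maximum activity change between -70% and -50%; inactive means maximum activity change above -50%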
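U2OS cells transduced with wild-type KCNH2 virus are loaded with FluxOr dye for 45 min, and thallium flux is measured in kinetic reads before and after stimulation buffer. Rate constants are normalized to DMSO controls.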
KCNH2 3.1 inh – inhibitors of human KCNH2 3.1 potassium channel isoform | U2OS KCNH2 3.1, thallium flux FluxOr; active compounds read low | activity change, % (tested at about 1.8 µM) | 0.95% of 340,000 active;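 active means maximum activity change below -70%; inconclusive means maximum activity change from -70% to -50%; inactive means maximum activity change above -50%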;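 further: thallium influx rate constant from kinetic fluorescence after stimulation buffer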
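Channel expression came from 3.1 mutant virus (1.77 x 10^8 /mL) applied to suspended U2OS cells for 4 h. Flux was tracked with FluxOr dye plus Red40 quencher, and kinetic rate constants normalized to controls.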
USP2a block – inhibitors of human ubiquitin-specific protease USP2a; O75604; Potency, µM (top dose mostly 38.3 µM), without a hit: top-dose activity change, negative = inhibition, actives largely listed as inhibitors; USP2 core, Ub-CHOP2 coupled fluorogenic reporter, 485/531; 0.01% of 330,000 active;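 further: potency means the concentration at half of the fitted maximal effect; plate controls were DMSO wells for no effect and full inhibition by NEM control for full effect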
Target sequence (O75604 whole entry, looked up): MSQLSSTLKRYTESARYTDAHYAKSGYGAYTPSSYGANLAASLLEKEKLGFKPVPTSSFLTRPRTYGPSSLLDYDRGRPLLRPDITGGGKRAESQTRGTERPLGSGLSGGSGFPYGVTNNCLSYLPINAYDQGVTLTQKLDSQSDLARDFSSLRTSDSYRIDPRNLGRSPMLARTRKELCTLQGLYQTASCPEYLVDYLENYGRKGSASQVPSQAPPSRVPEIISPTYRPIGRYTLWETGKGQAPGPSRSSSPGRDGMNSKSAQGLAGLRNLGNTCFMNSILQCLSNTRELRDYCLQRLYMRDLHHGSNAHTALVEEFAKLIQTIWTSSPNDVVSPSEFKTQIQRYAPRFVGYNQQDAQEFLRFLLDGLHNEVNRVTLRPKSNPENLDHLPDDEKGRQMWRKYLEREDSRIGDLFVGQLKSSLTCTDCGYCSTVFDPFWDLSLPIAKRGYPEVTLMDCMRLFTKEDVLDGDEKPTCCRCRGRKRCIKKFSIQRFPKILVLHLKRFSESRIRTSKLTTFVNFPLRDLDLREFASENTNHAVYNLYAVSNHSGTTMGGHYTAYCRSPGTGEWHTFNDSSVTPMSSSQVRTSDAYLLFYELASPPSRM
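Cell-free coupled assay: 10nM USP2 core preincubated 30min RT with compound in Tris-HCl pH 8.0/CaCl2/CHAPS buffer, then 25nM Ub-CHOP2 and 25nM reporter substrate; fluorescence (Ex 485/Em 531) read after 60min RT, normalized to NEM inhibition, concentration-response curves fitted.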
PKM2 activator – increases activity of human pyruvate kinase M2 | P14618 | purified PKM2, Kinase-Glo ATP luminescence, activation; response scale: 0% is enzyme alone, no compound | Potency, µM (highest dose often 57.5 µM), inactives show at the highest dose activation, most hits filed as activators | 0.34% of 260,000 active | AID 1631; further: potency means the concentration at half of the fitted maximal effect; nearly all actives have a fitted effect of over 55% in size
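Purified hPK-M2 (>95%) run at intermediate activity with 0.1 mM ADP and 0.5 mM PEP in 50 mM imidazole pH 7.2, KCl, MgCl2; 1 h room temperature. ATP formed read by Kinase-Glo luminescence; normalized to uninhibited and no-enzyme controls.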
* hit, by the source's call; ? = inconclusive; . = no result given; & = joins results of further samples. Unless noted, the call rests on the fitted dose curve; in most records, active means well fitted curve in the direction sought with a large enough effect; inconclusive means small, poorly fitted or top-dose-only effect, or another doubt; inactive means no such curve, though single readings can be large; an effect the other way counts as inactive or inconclusive. Unless noted, on the % scale 0 is the no-effect control and ±100 the full control effect. An unsorted share of the library, and some 2.4% of all compounds hit somewhere here.

SMILES | Eya2 inh | uPA generation | Giardia kill | BCR signal inh | B2AR arrestin | GALK inhibitor | FBPA coupling cs | KCNH2 WT inh | KCNH2 3.1 inh | USP2a block | PKM2 activator
Cc1cccc(NC(=O)CSc2nc(C)c(CC(=O)c3ccc(Br)cc3)c(C)c2C#N)c1C | 14.0% | -9.8% | -25.5 | -2.1% | 0.1% | -1.0% | -4.6 | -6.5 | -0.7 | 1.1% | -1.0%
O=C(N/N=C/c1ccco1)c1cc(Br)ccc1OCc1ccccc1 | -3.8% | -6.6% | 0.0 | -2.6% | -0.7% | 2.3% | 0.1 | -15.1 | -25.2 | 0.9% | 3.9%
CC(C)(C)C(=O)NC(=S)Nc1ccccn1 | -11.8% | -6.3% | 3.1 | 0.5% | -0.4% | -1.8% | -1.0 | 0.7 | 9.4 | 1.9% | -1.4%
CC(=O)c1ccc(N2CCN(C(=O)c3ccc4c(=O)n(-c5ccccc5)c(=O)[nH]c4c3)CC2)cc1 | -1.8% | -3.3% | -16.7 | 7.3% | 0.1% | 1.5% | 0.3 | -4.2 | 8.2 | 3.0% | -12.9%
CCC(CC)C(=O)NCc1ccc(Cl)cc1 | 2.7% | -1.6% | -0.5 | 2.0% | -0.1% | 1.4% | 0.7 | -9.1 | -24.9 | 7.6% | -2.3%
Cc1ccccc1C(=O)NC1CCN(CC(=O)Nc2ccccc2)CC1 | 3.1% | -4.8% | -3.0 | -4.3% | 0.5% | -3.3% | 3.2 | 8.0 | -11.2 | -2.5% | 1.5%
Cc1cccc(NC(=S)N2CCCC(c3nc4ccccc4[nH]3)C2)c1 (configuration not stated) | -0.7% | 4.1% | -11.0 | -9.0% | -0.6% | -0.7% | -3.4 | 6.8 | 10.7 | -5.1% | -2.6%
O=C(CSc1nc2nn(-c3ccccc3)c(=O)c-2c2n1CCCCC2)NCCCc1ccccc1 | 9.6% | 2.5% | -1.4 | 10.1% | 0.0% | 0.2% | -1.9 | 0.4 | 8.5 | -0.6% | 2.1%
COC(=O)c1ccc(CN2CCC(n3nccc3NC(=O)C3CC3)CC2)cc1 | -2.5% | 0.8% | -21.5 | -4.3% | -0.8% | 6.1% | 0.8 | 24.7 | 8.5 | 1.9% | -14.0%
COc1ccc(/C=N/n2c(C3CCCCC3)n[nH]c2=S)c(OC)c1 | -8.2% | 1.6% | 6.7 | -14.8% | -0.5% | -3.2% | 0.4 | -1.8 | -4.1 | -8.9% | .
O=C(/C(=C/c1ccc(Cl)cc1)c1nc2ccccc2[nH]1)c1cccs1 | 26.4% | ? | -22.2 | ? | -0.5% | -4.0% | -0.7 | -4.2 | -16.8 | -8.3% | -15.1%
Cc1cccc(N2CCN(C(=O)CCNC(=O)Cn3ccc4ccccc4c3=O)CC2)c1C | -3.5% | -14.6% | 13.7 | -4.6% | 0.2% | 0.8% | 5.7 | -49.9 | -36.0 | -2.3% | 2.7%
COC(=O)Nc1ccc(S(=O)(=O)NC2CCS(=O)(=O)C2)cc1 (configuration not stated) | 5.9% | -1.3% | -1.0 | ? | 0.3% | 4.4% | 1.0 | -1.6 | -3.8 | -1.2% | -5.2%
Cc1noc(C)c1COc1ccccc1C(=O)NNC(=O)c1ccccc1F | 25.3% | -0.8% | -3.1 | -0.4% | -0.1% | . | . | -6.9 | -13.6 | 3.1% | .
COCCn1c(C)cc(/C=C2/NC(=O)N(Cc3ccc(C)cc3)C2=O)c1C | ? | 6.1% | -12.4 | 5.7% | 0.4% | 2.0% | 1.4 | -7.4 | 2.7 | 1.6% | 0.1%
O=C(CSC1=NC2(CCCCC2)N=C1c1ccccc1)Nc1ccc2c(c1)OCCO2 | -0.5% | -28.1% | -19.3 | 0.5% | -0.7% | . | -0.4 | 2.8 | 23.7 | -0.2% | -1.3%
O=C(CNS(=O)(=O)c1ccc(Br)s1)NCc1ccccc1 | -25.8% | 3.3% | -23.5 | 7.4% | -0.1% | -1.2% | 1.9 | 1.8 | -7.5 | -0.9% | -0.1%
CCN(CC)C(=O)CC(c1ccc(N(C)C)cc1)c1c(OC)cc(OC)c2ccc(=O)oc12 (configuration not stated) | -6.3% | 11.4% | -8.7&-9.8 | ? | 0.1% | 0.3% | -0.2&4.4 | . | . | -4.1% | -0.2%
CCCCNS(=O)(=O)c1ccc(NC(=O)c2cccs2)cc1 | -11.7% | -0.8% | -8.2 | ? | -0.6% | -0.1% | 0.3 | 2.6 | 12.3 | 0.2% | 4.1%
Cc1ccc(C)c(NC(=O)COC(=O)CSc2ccccc2)c1 | -5.7% | 4.5% | 12.9 | 1.9% | -0.1% | . | . | 20.0 | 10.5 | 1.5% | .
COC(=O)[C@@]12CCCN1[C@H](c1ccc(-c3ccc(OC)cc3)c(OC)c1)[C@@H]1C(=O)N(C)C(=O)[C@@H]12 | 0.6% | -7.9% | -28.9 | 3.0% | -1.2% | . | . | -5.5 | 18.0 | 2.6% | .
O=C(CSc1nnc(-c2cccnc2)o1)NNC(=O)c1ccc(Br)cc1 | -15.1% | -52.4% | -3.6 | -1.9% | -0.9% | 2.9% | 0.4 | 7.0 | -3.6 | 2.1% | -2.4%
Cc1ccccc1-c1nnc(NC(=O)c2ccc(N3C(=O)CCC3=O)cc2)s1 | -1.5% | 0.9% | -2.5 | -5.1% | -0.5% | . | 5.1 | -1.6 | -3.0 | 3.3% | -3.4%
COc1ccc(C)cc1Nc1n[n+](-c2ccccc2)c(-c2c(Cl)cccc2Cl)s1 | -10.7% | ? | 7.6 | ? | 0.3% | . | -6.2 | -4.4 | -36.2 | -0.6% | -1.5%
Cn1c(N)c(C(=O)COC(=O)CSc2cccc3cccc(Cl)c23)c(=O)n(C)c1=O | -2.6% | 1.2% | 15.3 | 3.6% | 0.0% | 0.7% | 2.9 | 4.6 | -20.5 | -0.3% | -1.8%
CC(C)CCC1(C)NC(=O)N(CC(=O)NCC(=O)Nc2ccc(F)c(F)c2F)C1=O (configuration not stated) | -20.6% | -6.1% | -8.3 | ? | 0.0% | . | . | 10.2 | 20.5 | 7.8% | .
COc1ccc(-c2ccc3c(N)c(C(=O)c4cccc(OC)c4)sc3n2)cc1 | 0.4% | . | -11.1 | 17.3% | 8.0% | 0.1% | -2.8 | -11.3 | 0.3 | 1.8% | -4.3%
Cc1cc(NC(=O)C2CC(=O)N(c3ccc(Cl)cc3)C2)no1 (configuration not stated) | -5.9% | 2.6% | -18.2 | 10.3% | -0.7% | 1.3% | 2.3 | -17.5 | 7.6 | 2.0% | 4.8%
COc1ccc(C(=O)Nc2ccc3oc(-c4cccc(F)c4)nc3c2)cc1OC | 3.0% | -3.7% | -18.4 | 16.7% | 0.4% | 3.1% | 0.6 | 6.5 | 4.9 | -0.4% | 1.2%
CCOC(=O)c1c(NC(=O)c2ccccc2)sc2c1CCc1ccccc1-2 | -1.0% | 2.0% | 0.0 | 3.5% | -0.6% | . | 1.8 | -20.1 | . | 2.6% | -17.6%
CCn1c(SCC(=O)Nc2ccc(OC)cc2)nc2c(c1=O)SCC2 | -11.7% | 2.9% | -4.5 | 0.5% | -0.6% | 3.5% | 3.8 | -0.5 | . | -1.8% | 1.5%
Cc1cc(Nc2cccc(C)c2C)n2nc(C)nc2n1 | 2.0% | 11.5% | -1.8 | -6.9% | 2.5% | . | 1.8 | 5.4 | -1.4 | -0.6% | -20.4%
O=C1NC(=S)N(C(=O)c2ccc(F)cc2)/C1=C/c1ccccc1 | 11.0% | 0.9% | 4.9 | 11.1% | 0.0% | -6.3% | 7.3 | 6.2 | 9.0 | 1.1% | ?
CC(C)CCNc1nc(-c2ccco2)c2c(c1C#N)CCCC2 | 2.9% | -3.5% | -18.3 | 25.1% | -0.6% | -3.7% | -0.8 | 0.6 | 0.4 | 1.5% | -0.5%
COc1ccccc1NC(=O)CSc1nnc(-c2ccncc2)o1 | 1.6% | -3.5% | -3.5 | ? | 0.2% | 1.4% | -0.2 | 1.7 | 3.0 | 0.0% | -8.8%
COc1ccc(CCNC(=O)c2cccc(S(=O)(=O)N3CCCCC3)c2)cc1 | -14.9% | 4.1% | -27.0 | ? | 0.2% | 0.6% | -1.2 | -7.6 | 10.5 | 0.0% | -2.6%
O=c1c(=O)n2c(nn1Cc1ccc(F)cc1)sc1ccccc12 | -0.2% | 1.0% | 6.0 | 5.2% | -0.2% | -0.2% | 3.1 | 7.3 | 3.3 | -0.5% | 7.2%
